Screening results as filed in PubChem.
Pol kappa inh: blocks human DNA polymerase kappa activity; AID 588579; Q9UBT6; Potency, µM (doses to about 107 µM), inactives show at the top dose activity, negative = inhibition, most hits filed as inhibitors; purified Pol kappa, fluorescent DNA synthesis assay, 10 min; 400,000 tested, 0.53% active; further: potency means the concentration at half of the fitted maximal effect; on the % scale 0 is the no-effect control and ±100 the full control effect
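10 nM Pol kappa preincubated 15 min at room temperature with compounds, then reaction started with substrate at 50 nM final. Fluorescence read kinetically at 0 and 10 min; buffer-only wells served as negative control.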
BLM helicase inh: Bloom syndrome helicase (human) inhibition. 350,000 tested, 0.2% active. AID 2528. recombinant BLM DNA unwinding, fluorescence dequenching. P54132. Potency, µM (titrated, usually from 56.1 µM), for the others: top-dose activity change, negative = inhibition, most hits filed as inhibitors;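 further: potency means the concentration at half of the fitted maximal effect; plate controls were vehicle for no effect and no enzyme for full effect; nearly all actives have a fitted effect of over 35% in size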
GRP78 ERSR act: inducers of ER stress response in human glioma cells | Potency, µM, for the others: at the top dose activation, hits mostly activators | AID 602332 | 420,000 tested, 0.02% active | U87-MG GRP78 promoter luciferase reporter, 16 h; further: potency means the concentration at half of the fitted maximal effect; series mostly up to about 76 µM; % of control where 0% means no effect; nearly all actives have a fitted effect of over 35% in size
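Stably transfected U87-MG human glioma cells carrying a GRP78-based luminescent sensor were seeded at 1000 cells/well, pin-dosed with compounds and incubated 16 h. Luciferase reagent was then added, and end-point luminescence was read after 10 min at room temperature.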
POLH inh: blocks human DNA polymerase eta activity | Q9Y253 | recombinant Pol eta, fluorescent DNA replication assay | Potency, µM (doses to about 114 µM), for inactives: at the top dose activity change, negative = inhibition, actives largely listed as inhibitors | 390,000 tested, 1.2% active | AID 588591; further: potency means the concentration at half of the fitted maximal effect; on the % scale 0 is the no-effect control and ±100 the full control effect
Target sequence (Q9Y253 whole entry, looked up): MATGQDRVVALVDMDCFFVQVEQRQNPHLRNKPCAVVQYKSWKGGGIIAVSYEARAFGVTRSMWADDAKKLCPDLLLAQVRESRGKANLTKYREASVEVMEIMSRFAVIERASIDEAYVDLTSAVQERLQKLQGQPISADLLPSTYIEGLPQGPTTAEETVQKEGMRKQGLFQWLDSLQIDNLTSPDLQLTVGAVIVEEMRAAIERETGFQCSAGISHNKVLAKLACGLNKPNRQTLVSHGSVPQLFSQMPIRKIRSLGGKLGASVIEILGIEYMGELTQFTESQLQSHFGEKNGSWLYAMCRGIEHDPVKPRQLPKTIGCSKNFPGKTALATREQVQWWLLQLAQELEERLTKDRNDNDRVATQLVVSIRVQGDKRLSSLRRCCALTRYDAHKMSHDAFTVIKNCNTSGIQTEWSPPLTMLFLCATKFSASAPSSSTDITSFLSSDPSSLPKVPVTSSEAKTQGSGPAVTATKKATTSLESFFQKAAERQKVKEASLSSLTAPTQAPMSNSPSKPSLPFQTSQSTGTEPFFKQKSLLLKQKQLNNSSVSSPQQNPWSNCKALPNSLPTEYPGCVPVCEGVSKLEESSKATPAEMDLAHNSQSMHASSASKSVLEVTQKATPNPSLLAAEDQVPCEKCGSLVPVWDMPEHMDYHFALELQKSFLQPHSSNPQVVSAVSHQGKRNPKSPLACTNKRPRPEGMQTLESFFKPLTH
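Pol eta at 10 nM preincubated with compounds 15 min at room temperature; reaction started with fluorescent substrate (50 nM final) and read kinetically at 0 and 10 min.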
Apoferritin bind: candidate novel general anesthetic via apoferritin binding. Potency, µM (series often up to 77.5 µM), inactives show at the top dose activity change, negative = displacement, hits mostly inhibitors. 350,000 tested, 0.074% active. P02791. apoferritin/1-aminoanthracene competitive binding, fluorescence; further: potency means the concentration at half of the fitted maximal effect; on the % scale 0 is the no-effect control and ±100 the full control effect; nearly all actives have a fitted effect of over 20% in size
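Steps: apoferritin (10 uM) was premixed with half-saturated 1-AMA in PBS, compounds were pin-transferred, plates stood 10 min at room temperature, fluorescence was read at 380/535 nm, and curves were fitted with a Hill equation.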
Pol beta inh: blocks human DNA polymerase beta activity | P06746 | Pol beta primer extension/strand displacement, fluorescence kinetic | Potency, µM (top dose mostly 114 µM), without a hit: at the top dose activity change, negative = inhibition, most hits filed as inhibitors | 340,000 tested, 1.3% active | AID 485314; further: potency means the concentration at half of the fitted maximal effect; on the % scale 0 is the no-effect control and ±100 the full control effect
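10 nM enzyme + cpd, 15 min RT; start with substrate 50 nM final; read 0 min and after 10 min RT. Corrected, normalized data; 4-parameter Hill curve fit.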
POLI inh: inhibitors of human DNA polymerase iota. AID 588590. 390,000 tested, 1% active. Potency, µM (titrated, usually from 115 µM), without a hit: at the highest dose activity, negative = inhibition, most hits filed as inhibitors. Pol iota fluorescent replication assay, 10 min. Q9UNA4; further: potency means the concentration at half of the fitted maximal effect
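Fluorescent replication assay read twice, at 0 min and 10 min after adding 50 nM (final) substrate. Enzyme (10 nM) and compounds were first incubated 15 min at room temperature; enzyme-free buffer wells were negative controls.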
APE1 inh: APE1 (human) endonuclease inhibition. recombinant APE1, TAMRA/BHQ-2 abasic DNA cleavage fluorescence. Potency, µM (series often up to 65.8 µM), without a hit: at the top dose activity change, negative = inhibition, usual class: inhibitors. 350,000 tested, 0.35% active. AID 2517;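 further: potency means the concentration at half of the fitted maximal effect; plate controls were vehicle for no effect and reference inhibitor for full effect; nearly all actives have a fitted effect of over 55% in size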
Target sequence (P27695 whole entry, looked up): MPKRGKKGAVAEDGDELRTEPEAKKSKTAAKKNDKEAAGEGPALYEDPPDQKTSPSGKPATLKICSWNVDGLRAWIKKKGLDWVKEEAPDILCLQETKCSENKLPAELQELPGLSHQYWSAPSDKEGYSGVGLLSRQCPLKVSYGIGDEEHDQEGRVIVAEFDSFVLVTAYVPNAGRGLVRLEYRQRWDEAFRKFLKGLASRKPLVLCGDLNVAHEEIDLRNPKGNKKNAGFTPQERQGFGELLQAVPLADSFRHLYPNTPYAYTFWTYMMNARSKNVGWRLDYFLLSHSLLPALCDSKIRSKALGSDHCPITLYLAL
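Enzyme (0.75 nM final) and test compound are incubated 15 min at room temperature before adding 50 nM quenched THF abasic-site duplex. Cleavage dequenches TAMRA, followed at 525/598 nm over three reads one minute apart.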
LDHA inh: LDHA (human) enzyme inhibition; activity change, % (values are at about 110 or 230 µM); P00338; purified LDHA, NADH/diaphorase-resazurin fluorescence; active compounds read low; 480,000 tested, 0.15% active; in the data active means activity change below about -30%; inconclusive means mostly about -25% to -30%;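 further: plate controls were DMSO wells for no effect and wells without enzyme for full effect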
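Human LDH5 (2 nM) was incubated with 0.06 mM NADH and 0.2 mM pyruvate for 5 min at room temperature in Tris pH 7.4. Remaining NADH was coupled through diaphorase/resazurin, and resorufin fluorescence was read at 0 and 20 min.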
The depositor's hits bear a star; ? = inconclusive; · = no result given; & = joins results of further samples; [ ] = another dose, or the depositor's remark. Unless noted, the call rests on the fitted dose curve; in most records, active means well fitted curve in the direction sought with a large enough effect; inconclusive means small, poorly fitted or top-dose-only effect, or another doubt; inactive means no such curve, though single readings can be large; an effect the other way counts as inactive or inconclusive. A portion of the library (hit frequency here may not be typical).

Every second line gives: POLH inh	BLM helicase inh	Apoferritin bind	LDHA inh	Pol kappa inh	POLI inh	APE1 inh	Pol beta inh	GRP78 ERSR act
#1 CCOC(=O)C1=C(COC(=O)c2nc(Cl)ccc2Cl)NC(=O)NC1C (stereo not given)
    -16%	·	·	-4	-19%	26%	-7%	·	-3%
#2 O=C(NCCc1ccccc1)c1cc(-c2ccco2)on1
    -19%	-1%	3%	-8	-1%	26%	5%	-6%	10%
#3 O=C(C[n+]1ccccc1)Nc1ccc(Cl)c([N+](=O)[O-])c1
    -17%	-9%	-2%	-3	-14%	20%	8%	11%	-4%
#4 O=C(C1CCN(S(=O)(=O)N2CCOCC2)CC1)N1CCN(c2ccc(F)cc2)CC1
    -2%	-3%	-14%	-4	1%	26%	5%	1%	-4%
#5 Cc1ccc(-c2nnc3ccc(SCC(=O)N4CCCc5ccccc54)nn23)cc1
    -3%	-11%	-10%	-10	0%	13%	0%	12%	-5%
#6 O=S(=O)(NCC1CCCO1)c1ccc(S(=O)(=O)N(Cc2ccc(F)cc2)Cc2ccccn2)cc1 (stereo not given)
    -11%	1%	0%	-1	-4%	-18%	9%	-3%	-5%
#7 Cc1ccc(C2(c3ccccc3)NC(=O)N(CC(=O)NCc3ccccc3)C2=O)cc1C (stereo not given)
    -21%	·	·	-1	0%	19%	9%	·	-1%
#8 Cn1cccc1-c1nc2ccccc2n1Cc1ccccc1
    -1%	-2%	-5%	-3	-4%	4%	-8%	1%	-1%
#9 O=C(Nc1cccc(C(F)(F)F)c1)N1CC2CCCN2c2ccccc21 (stereo not given)
    -5%	-7%	-19%	21	?	-9%	·	-1%	-3%
#10 CC1CCN(C(=O)C(C)OC(=O)CSc2ccc([N+](=O)[O-])cc2)CC1 (stereo not given)
    -10%	·	·	1	-13%	19%	11%	·	-1%

The final 2 records of the part before come first, to join the parts.
Every second line gives: POLH inh	BLM helicase inh	Apoferritin bind	LDHA inh	Pol kappa inh	POLI inh	APE1 inh	Pol beta inh	GRP78 ERSR act
#9 O=C(Nc1cccc(C(F)(F)F)c1)N1CC2CCCN2c2ccccc21 (stereo not given)
    -5%	-7%	-19%	21	?	-9%	·	-1%	-3%
#10 CC1CCN(C(=O)C(C)OC(=O)CSc2ccc([N+](=O)[O-])cc2)CC1 (stereo not given)
    -10%	·	·	1	-13%	19%	11%	·	-1%
#11 Cc1ccc(S(=O)(=O)N2CCC(C(=O)N3CCC[C@H]3C(=O)NCC(C)C)CC2)cc1
    6%	0%	4%	-7	-6%	0%	-6%	58%	-3%
#12 CC(C)/C(C=O)=C(/NC1CCCCC1)c1ccccc1
    -17%	·	·	-1	-3%	107%[activator]	·	·	-4%
#13 CC(C)C(=O)NNc1nc2ccccc2s1
    1%	-1%	-6%	-1	-3%	25%	0%	14%	6%
#14 Cc1ccccc1C(=O)N1CCC(C(=O)N(CC(C)C)c2c(N)n(Cc3ccccc3)c(=O)[nH]c2=O)CC1
    -15%	·	·	-5	-16%	26%	-13%	·	-2%
#15 CCN(CC)S(=O)(=O)c1cccc(C(=O)NC(Cc2c[nH]c3ccccc23)c2nnc3n2CCC3)c1 (stereo not given)
    -16%	-2%	-17%	-6	-12%	36%[activator]	-1%	12%	1%
#16 O=C(CCl)N(Cc1cccc([N+](=O)[O-])c1)c1cccc(Cl)c1
    ?	-13%	-21%	-7	-3%	9%	13%	21%	-16%
#17 CC(=O)Oc1ccc(N2C(=O)CC(N3CCOCC3)C2=O)cc1 (stereo not given)
    -10%	-2%	-13%	7	4%	-5%	1%	17%	1%
#18 CC(Nc1nc(Nc2ccc(F)cc2)nc(SCC(N)=O)n1)c1ccccc1 (stereo not given)
    -10%	-3%	-13%	-11	-18%	77%[activator]	-16%	4%	-6%
#19 CC(=O)Nc1nc2ccc(Br)cc2s1
    -7%	-6%	-9%	-4	-14%	11%	-1%	4%	-3%
#20 COc1ccc2oc(C(=O)OCC(=O)NC3CCCCC3)c(C)c2c1
    1%	·	·	-11	-19%	?	-6%	·	2%

Record cards, as listed above:
CC(C)C(=O)NNc1nc2ccccc2s1 across the screens: POLH inh: 1%; BLM helicase inh: -1%; Apoferritin bind: -6%; LDHA inh: -1; Pol kappa inh: -3%; POLI inh: 25%; APE1 inh: 0%; Pol beta inh: 14%; GRP78 ERSR act: 6%
COc1ccc2oc(C(=O)OCC(=O)NC3CCCCC3)c(C)c2c1 across the screens: POLH inh: 1%; BLM helicase inh: ·; Apoferritin bind: ·; LDHA inh: -11; Pol kappa inh: -19%; POLI inh: ?; APE1 inh: -6%; Pol beta inh: ·; GRP78 ERSR act: 2%

(listing goes on)
Every second line gives: POLH inh	BLM helicase inh	Apoferritin bind	LDHA inh	Pol kappa inh	POLI inh	APE1 inh	Pol beta inh	GRP78 ERSR act
#21 CN(CC(=O)Nc1ccc(F)c(F)c1F)C(=O)c1ccc2c(c1)S(=O)(=O)N=C1CCCCCN12
    -3%	·	·	-6	-14%	163%[activator]	-14%	·	-2%
#22 CSc1nc(C)cc(Oc2ccccc2)n1
    2%	-6%	-11%	-14	-9%	8%	-1%	16%	2%
#23 CCN(CC)C(=O)CSc1ncnc2sc(C)c(C)c12
    -12%	1%	-20%	-6	-8%	100%[activator]	7%	18%	-2%
#24 Cc1nnsc1NC(=O)OCC(C)(C)C
    -15%	-4%	-21%	-9	-6%	6%	2%	-1%	-3%
#25 CCc1sc(C(=O)Nc2ccc3nc(C)sc3c2)cc1C
    -22%	·	·	6	-5%	28%	-21%	·	2%
#26 O=C(NCCc1cccc(F)c1)C1CCC(=O)N(CCCc2ccccc2)C1 (stereo not given)
    -23%	-4%	-8%	-1	-6%	5%	34%	-8%	-1%
#27 CCn1c(SCC(=O)Nc2ccc3c(c2)OCO3)nnc1C(C)C
    -10%	-3%	-9%	0	-3%	-5%	40%	8%	-2%
#28 CCC(=O)NCCc1nc2cc(NC(=O)c3ccco3)ccc2n1C
    -9%	-9%	-9%	-7	-2%	120%[activator]	23%	-14%	-5%
#29 COCCNC(=O)C(C)N(c1ccc(OC)cc1)S(C)(=O)=O (stereo not given)
    -14%	1%	-7%	-4	-6%	0%	-4%	30%	-5%
#30 COc1ccc(/C=N/NC(=O)COc2ccccc2-c2ccccc2)cc1
    11%	-1%	-3%	0	-11%	8%	-7%	7%	-2%
#31 Cc1ccc(C)c(-c2nc3cc(N)ccc3o2)c1
    -14%	-1%	6%	11	-2%	-15%	-4%	-14%	-9%
#32 Cn1cnc(S(=O)(=O)Nc2ccc3c(c2)OCCO3)c1
    -9%	-4%	-5%	-2	-5%	13%	1%	6%	0%
#33 OCC1(Cc2ccccc2)CCN(C2CCN(c3ccccc3F)CC2)CC1
    -18%	-2%	-3%	2	10%	25%	10%	30%	-1%
#34 N#Cc1cnn2c1nc(N1CCCCC1)c1ccccc12
    -13%	-14%	-4%	-1	6%	0%	15%	8%	-6%
#35 COc1ccc(CCNC(=O)C2(c3cccs3)CCOCC2)cc1OC
    -16%	1%	-6%	1	-7%[60.1 µM]	8%	·	-12%	-3%
#36 CCOCCCNC(=O)c1cn(C)c2ccc(S(=O)(=O)N(C)C3CCCCC3)cc2c1=O
    ·	-1%	?	·	·	·	-8%	-3%	·
#37 C=CCC[C@H](Cc1ccc(F)cc1)C(=O)OC[C@@H](NC(=O)[C@H](CC=C)CC(=O)NCCO)C(C)(C)C
    -24%	·	·	3	10%	21%	9%	·	-2%
#38 O=[N+]([O-])c1ccc(CN2CCSCC2)cc1
    -1%	1%	-5%	-14	-20%	78%[activator]	-3%	9%	-5%
#39 O=C(Cn1nc(C(=O)O)c2ccccc2c1=O)Nc1cc(Cl)ccc1-n1cncn1
    -10%	·	·	-6	2%	-6%	-22%	·	-4%
#40 CCN1CCN(CC(=O)c2c[nH]c3ccccc23)CC1
    -11%	5%	-5%	5&4	10%	0%	-3%	23%	-1%
#41 COc1ccc([N+](=O)[O-])cc1Nc1c2ccccc2nc2ccccc12
    6%	-7%	-13%	-11	-29%	-29%	4%	-20%	-8%
#42 O=c1[nH]c(C(F)(F)F)nc2c1nnn2Cc1ccccc1F
    7%	0%	-16%	-7	-7%	-2%	5%	0%	-3%
#43 COc1ccc(NC(=O)COC(=O)CN2C(=O)c3ccccc3C2=O)cc1
    -8%	·	·	2	5%	-12%	11%	·	-2%
#44 CC(=O)Nc1ccc(S(=O)(=O)Nc2cc(C)ccn2)cc1
    -22%	-3%	-2%	0	2%	28%	5%	1%	-2%
#45 COC(=O)c1sc(NC(=O)c2c(C)noc2C)nc1C
    0%	1%	-6%	-9	4%	11%	3%	?	9%
#46 CCN(CC)S(=O)(=O)c1ccc(NS(=O)(=O)c2ccc(O)c([N+](=O)[O-])c2)cc1
    -2%	0%	-11%	-6	-15%	-4%	-2%	-2%	-5%
#47 CCCNCc1nnc(-c2ccccc2Cl)o1
    0%	5%	-13%	-2	-3%	-5%	-4%	-2%	3%
#48 O=S(=O)(Cc1cc(Sc2ccccc2)nc(-c2ccccc2)n1)c1ccccc1
    -25%	0%	-14%	1	-9%	-4%	-1%	0%	-7%
#49 C=CCOc1ccc(/C(O)=C2/C(=O)C(=O)N(CCCn3ccnc3)C2c2ccco2)cc1 (stereo not given)
    -21%	-19%	-14%	1	-12%	8%	-3%	?	1%
#50 CCC1(C)N(O)C(C)(C)C(c2ccc(F)cc2)=[N+]1[O-] (stereo not given)
    -18%	2%	0%	-1	-10%	-4%	9%	26%	0%
#51 COc1cccc(N2CC(NC(=O)c3cccc4ccccc34)CC2=O)c1 (stereo not given)
    -21%	·	·	-4	-1%	14%	7%	·	-4%
#52 C/C(=N\NC(=O)c1cc(C)nc2ccccc12)c1cccc(Cl)c1
    -19%	-3%	-10%	-4	-5%	26%	-11%	37%	-5%
#53 Cc1nn(C)cc1S(=O)(=O)N1CCN(Cc2ccccc2Cl)CC1
    -9%	-2%	-10%	2	4%	97%[activator]	10%	-1%	-1%
